# BioA inh: M. tuberculosis BioA enzyme inhibitors, primary screen, biochemical, plate reader, single point, HTS | purified M. tuberculosis BioA enzyme | inhibition, % at 9.99 µM | AID 602481, 2012 | hit rate 0.096% among 360,000 | 7,8-diaminopelargonic acid synthase BioA (Mycobacterium tuberculosis); in the data active = inhibition above about 40%
# * = called active by the depositor; & = joins results of further samples.
smiles	BioA inh
Cc1noc(C)c1NC(=O)Nc1cccc2c1O[C@H](CN(C)Cc1ccc(C(F)(F)F)cc1)[C@@H](C)CN([C@H](C)CO)C2=O	4.8
C[C@H]1CN([C@@H](C)CO)C(=O)Cc2cc(NC(=O)C3CC3)ccc2O[C@H]1CN(C)C(=O)NC1CCCCC1	1.3
Cc1noc(C)c1NC(=O)N(C)C[C@@H]1Oc2c(NC(=O)NC(C)C)cccc2C(=O)N([C@H](C)CO)C[C@@H]1C	-3.9
C[C@@H]1CCCCO[C@@H](CN(C)C(=O)C2CCCCC2)[C@@H](C)CN([C@H](C)CO)C(=O)c2cc(NC(=O)Cc3ccccc3)ccc2O1	1.1
C[C@@H]1CN([C@@H](C)CO)C(=O)Cc2cc(NC(=O)Nc3ccc(F)cc3)ccc2O[C@H]1CN(C)Cc1ccncc1	-1.1
COc1ccc(CN(C)C[C@@H]2OCCCC[C@@H](C)Oc3ccc(NC(=O)Nc4cccc5ccccc45)cc3C(=O)N([C@H](C)CO)C[C@@H]2C)cc1	-0.6
CO[C@H](CN(C)S(=O)(=O)c1ccc(F)cc1)[C@@H](C)CN(Cc1ccccc1Cl)[C@H](C)CO	-0.1
CO[C@H]1CN(C)C(=O)c2ccc(NC(=O)Nc3ccc(F)cc3)cc2OC[C@@H](C)NC[C@H]1C	0.8

# (continued)
smiles	BioA inh
Cc1ccc(S(=O)(=O)N(C)C[C@@H]2OCCCC[C@@H](C)Oc3ccc(NC(=O)Nc4ccc5c(c4)OCO5)cc3C(=O)N([C@H](C)CO)C[C@@H]2C)cc1	-1.1
C[C@H](CO)N1C[C@H](C)[C@@H](CN(C)Cc2ccncc2)Oc2ccc(NC(=O)C3CC3)cc2CC1=O	25
C[C@@H]1CN([C@@H](C)CO)C(=O)c2cc(NC(=O)Cc3ccccc3)ccc2O[C@H]1CN(C)S(=O)(=O)c1cccs1	0.1
COc1ccc(NC(=O)N2C[C@H]3[C@@H](c4ccccc42)[C@@H](CO)N3C(=O)C2CC2)cc1	-2.1
COc1ccc(NC(=O)N(C)C[C@H]2Oc3ccc(NC(=O)Nc4ccc(F)cc4)cc3CC(=O)N([C@H](C)CO)C[C@H]2C)cc1	3.0
O=S(=O)(N[C@H]1CC[C@H](CCn2cc(-c3cccc(F)c3)nn2)O[C@@H]1CO)c1ccc(Cl)cc1	6.1
C[C@@H]1CN([C@@H](C)CO)C(=O)Cc2cc(NS(=O)(=O)c3ccc(F)cc3)ccc2O[C@@H]1CN(C)C(=O)Nc1ccc(F)cc1	-2.0
Cc1ccccc1S(=O)(=O)N1[C@@H](C#N)[C@@H](c2ccc(-c3ccc(F)cc3)cc2)[C@@H]1CO	-1.0

# Four of these compounds, reformatted:
C[C@H](CO)N1C[C@H](C)[C@@H](CN(C)Cc2ccncc2)Oc2ccc(NC(=O)C3CC3)cc2CC1=O
  BioA inh = 25
C[C@@H]1CN([C@@H](C)CO)C(=O)Cc2cc(NS(=O)(=O)c3ccc(F)cc3)ccc2O[C@@H]1CN(C)C(=O)Nc1ccc(F)cc1
  BioA inh = -2.0
Cc1ccc(S(=O)(=O)N(C)C[C@@H]2OCCCC[C@@H](C)Oc3ccc(NC(=O)Nc4ccc5c(c4)OCO5)cc3C(=O)N([C@H](C)CO)C[C@@H]2C)cc1
  BioA inh = -1.1
COc1ccc(NC(=O)N2C[C@H]3[C@@H](c4ccccc42)[C@@H](CO)N3C(=O)C2CC2)cc1
  BioA inh = -2.1

# Next records
smiles	BioA inh
C[C@H]1CN([C@@H](C)CO)C(=O)c2cccc(N(C)C)c2O[C@@H]1CN(C)C(=O)Nc1ccccc1	-3.8
O=C(NCC[C@H]1CC[C@H](NC(=O)C2CCCC2)[C@@H](CO)O1)Nc1ccc(Cl)cc1	-0.7
COc1ccc(NC(=O)Nc2ccc3c(c2)C(=O)N([C@H](C)CO)C[C@H](C)[C@@H](CN(C)C(=O)NC2CCCCC2)OCCCC[C@@H](C)O3)cc1	-3.3
Cc1ccc(S(=O)(=O)N(C)C[C@@H]2Oc3ccc(N(C)C)cc3CC(=O)N([C@@H](C)CO)C[C@H]2C)cc1	0.2
COCCN(C[C@H]1N[C@H](CO)[C@@H]1c1ccc(-c2cccnc2)cc1)C(C)=O	2.4
CO[C@H]1CN(C)C(=O)c2cc(NC(=O)Cc3ccccc3)ccc2OC[C@H](C)N(C(=O)c2ccccc2F)C[C@H]1C	-4.1
C[C@@H]1CN([C@@H](C)CO)S(=O)(=O)c2ccc(-c3ccc(C(=O)N(C)C)cc3)cc2O[C@H]1CN(C)C(=O)C1CCOCC1	-0.8
C/C=C/c1ccc([C@H]2[C@@H](CNC(=O)CC)N(C(=O)COC)[C@H]2CO)cc1	3.2

# Later entries
smiles	BioA inh
O=C(NCC[C@@H]1CC[C@@H](NC(=O)c2ccccc2F)[C@H](CO)O1)c1ccc2c(c1)OCO2	-3.2
O=C(C[C@@H]1CC[C@@H](NC(=O)CCN2CCCCC2)[C@H](CO)O1)Nc1nccs1	-4.3
COc1ccc(NC(=O)Nc2ccc3c(c2)C(=O)N([C@@H](C)CO)C[C@H](C)[C@@H](CN(C)C(=O)CCCN(C)C)OCCCC[C@H](C)O3)cc1	3.0
O=C(Nc1ccc(F)cc1)N1CCCCN2[C@H](CO)[C@H](c3ccc(-c4ccncc4)cc3)[C@H]2C1	2.8
C[C@@H](O)C#Cc1ccc([C@@H]2[C@H](CO)N3CCCCN(S(=O)(=O)Cc4ccccc4)C[C@@H]23)cc1	3.5
Cc1noc(C)c1S(=O)(=O)Nc1ccc2c(c1)C(=O)N([C@H](C)CO)C[C@@H](C)[C@@H](CN(C)Cc1ccncc1)OCCCC[C@H](C)O2	0.0
CO[C@H]1CN(C)C(=O)c2ccc(NC(=O)c3ccccc3)cc2OC[C@@H](C)N(CC2CC2)C[C@H]1C	-0.8
COCC(=O)N[C@@H]1C=C[C@@H](CC(=O)NCc2ccc(Cl)cc2)O[C@@H]1CO	-1.3

# Remaining list, next part:
smiles	BioA inh
CC(C)NC(=O)N[C@H]1C=C[C@H](CC(=O)NCc2ccc(Oc3ccccc3)cc2)O[C@H]1CO	-1.0
CCNC(=O)C[C@@H]1CC[C@@H]2[C@@H](COc3ccc(NS(=O)(=O)c4ccccc4C)cc3C(=O)N2C)O1	0.3
C[C@@H]1CN([C@H](C)CO)C(=O)c2cccc(NS(=O)(=O)c3ccc(F)cc3)c2O[C@@H]1CN(C)CC1CCCCC1	1.5
CC(C)NC(=O)N(C)C[C@H]1Oc2c(NC(=O)c3ccc(-c4nccs4)cc3)cccc2C(=O)N([C@H](C)CO)C[C@H]1C	-2.1
CO[C@H]1CN(C)C(=O)c2ccc(NC(=O)c3ccc4c(c3)OCO4)cc2OC[C@@H](C)N(CC2CC2)C[C@H]1C	3.6
O=C(C[C@@H]1C=C[C@H](NC(=O)Nc2ccc(F)cc2)[C@H](CO)O1)NCc1cccc(F)c1	-1.0
CNC[C@H]1Oc2ncc(C#CCC(C)C)cc2C(=O)N([C@H](C)CO)C[C@H]1C	-2.1
C[C@H](CO)N1C[C@H](C)[C@@H](CN(C)C(=O)C2CCCCC2)Oc2cc(C#CCN(C)C)ccc2S1(=O)=O	-0.1

# (cont.)
smiles	BioA inh
C[C@H]1CN([C@@H](C)CO)C(=O)c2cc(C#CC3CCCC3)cnc2O[C@@H]1CN(C)C(=O)Cc1ccccn1	-0.1
C[C@H](CO)N1C[C@H](C)[C@H](CN(C)C(=O)c2ccncc2)OCCCC[C@H](C)Oc2ccc(NC(=O)NC3CCCCC3)cc2C1=O	-1.3
C[C@@H]1CN([C@H](C)CO)C(=O)c2cc(NC(=O)NC3CCCCC3)ccc2O[C@@H](C)CCCCO[C@@H]1CN(C)Cc1ccc2c(c1)OCO2	-0.1
C[C@@H]1CN([C@@H](C)CO)S(=O)(=O)c2ccc(C#CC3CCCC3)cc2O[C@H]1CN(C)S(C)(=O)=O	-0.9
CCCN1[C@@H]2c3ccc(-c4ccccc4)c(=O)n3C[C@H]1[C@H](CO)[C@H]2C(=O)NCCc1cn(C)cn1	-0.6
O=C(N[C@H]1C=C[C@H](CC(=O)N2CCC(Cc3ccccc3)CC2)O[C@H]1CO)c1cnccn1	-1.6
CCCC#Cc1ccc2c(c1)O[C@H](CN(C)C(=O)c1ccncc1)[C@H](C)CN([C@H](C)CO)S2(=O)=O	1.8
CCC(=O)N(C)C[C@H]1Oc2ncc(C#Cc3cccnc3)cc2C(=O)N([C@H](C)CO)C[C@@H]1C	2.3

# Carrying on.
smiles	BioA inh
NCC[C@H]1CC[C@@H](NC(=O)Nc2ccc(F)cc2)[C@H](CO)O1	0.1
COc1cccc(NC(=O)N(C)C[C@@H]2OCc3ccccc3-c3ccccc3C(=O)N([C@H](C)CO)C[C@@H]2C)c1	-0.4
Cc1ccc(S(=O)(=O)Nc2ccc3c(c2)CC(=O)N([C@@H](C)CO)C[C@@H](C)[C@H](CN(C)C(=O)Nc2ccc(C(F)(F)F)cc2)O3)cc1	0.9
COc1ccc(CN(C)C[C@H]2Oc3c(NC(=O)C4CCOCC4)cccc3C(=O)N([C@@H](C)CO)C[C@@H]2C)cc1	-0.4
C[C@@H]1CN([C@H](C)CO)C(=O)c2cc(NC(=O)CCCN(C)C)ccc2O[C@@H](C)CCCCO[C@H]1CN(C)S(=O)(=O)c1ccccc1	0.6
Cc1noc(C)c1NC(=O)Nc1cccc2c1O[C@@H](CN(C)Cc1ccc(Cl)c(Cl)c1)[C@H](C)CN([C@H](C)CO)C2=O	1.3
COCC#Cc1cnc2c(c1)C(=O)N([C@H](C)CO)C[C@H](C)[C@H](CN(C)S(C)(=O)=O)O2	1.5
O=C(NC[C@@H]1[C@@H](c2ccccc2)[C@H](CO)N1C(=O)Cc1ccncc1)C1CCC1	3.8

# Continuation.
smiles	BioA inh
CN1CCN(C(=O)C[C@H]2C[C@H]3c4cc(NC(=O)NC5CCCC5)ccc4O[C@H]3[C@H](CO)O2)CC1	-0.8
CCCNC(=O)N1C[C@@H](O)COC[C@H]2O[C@@H](CC(=O)N[C@@H]3CCN(Cc4ccccc4)C3)CC[C@@H]21	-3.2
COc1ccc(S(=O)(=O)Nc2ccc3c(c2)C(=O)N([C@@H](C)CO)C[C@H](C)[C@H](CN(C)C(=O)Nc2cccc4ccccc24)OCCCC[C@H](C)O3)cc1	6.4
C[C@@H]1CN([C@@H](C)CO)C(=O)Cc2cc(NC(=O)C3CCCCC3)ccc2O[C@H]1CN(C)Cc1ccc(C(=O)Nc2ccccc2N)cc1	-6.1
C[C@@H]1CN([C@@H](C)CO)C(=O)c2cc(C#CCN(C)C)cnc2O[C@H]1CN(C)Cc1ccc(-c2ccccc2)cc1	0.1&0.3
C[C@H](CO)N1C[C@H](C)[C@@H](CN(C)CC2CCCCC2)Oc2ccc(NC(=O)C3CCCCC3)cc2C1=O	-3.7
CO[C@@H]1CN(C)C(=O)c2cc(NS(C)(=O)=O)ccc2OC[C@@H](C)N(C(=O)CN(C)C)C[C@H]1C	0.4
C[C@H]1CN([C@@H](C)CO)C(=O)c2cccc(NC(=O)c3ccncc3)c2O[C@@H]1CN(C)S(=O)(=O)c1ccccc1	-1.7

# Shown field by field: part of the list above
mol: COc1ccc(S(=O)(=O)Nc2ccc3c(c2)C(=O)N([C@@H](C)CO)C[C@H](C)[C@H](CN(C)C(=O)Nc2cccc4ccccc24)OCCCC[C@H](C)O3)cc1
  BioA inh: 6.4
mol: C[C@@H]1CN([C@@H](C)CO)C(=O)Cc2cc(NC(=O)C3CCCCC3)ccc2O[C@H]1CN(C)Cc1ccc(C(=O)Nc2ccccc2N)cc1
  BioA inh: -6.1

# Going on with the list.
smiles	BioA inh
Cc1ccc(S(=O)(=O)Nc2cccc3c2O[C@@H](CN(C)CC2CC2)[C@@H](C)CN([C@@H](C)CO)C3=O)cc1	-0.2
Cc1ccc(S(=O)(=O)N[C@@H]2CC[C@@H](CCn3cc(-c4cccc(F)c4)nn3)O[C@H]2CO)cc1	5.2
CCCC#Cc1ccc2c(c1)O[C@H](CN(C)C(=O)c1cccnc1)[C@@H](C)CN([C@@H](C)CO)S2(=O)=O	1.9
CC(C)CC#Cc1ccc2c(c1)O[C@H](CN(C)C(=O)Cc1ccccc1)[C@@H](C)CN([C@H](C)CO)S2(=O)=O	-2.4
CCCN(C)C[C@@H]1OCCCC[C@H](C)Oc2ccc(NC(=O)CCC(F)(F)F)cc2C(=O)N([C@@H](C)CO)C[C@@H]1C	0.3
COc1cccc(NC(=O)N(C)C[C@H]2Oc3cc(C#CC4(O)CCCC4)ccc3S(=O)(=O)N([C@@H](C)CO)C[C@@H]2C)c1	1.2
COCC(=O)Nc1ccc2c(c1)[C@H]1C[C@H](CC(=O)NCc3cc(F)ccc3F)O[C@@H](CO)[C@H]1O2	1.6
CNC[C@@H]1Oc2ccc(NC(=O)Nc3c(C)noc3C)cc2CC(=O)N([C@H](C)CO)C[C@@H]1C	-1.4

# (further entries)
smiles	BioA inh
CN(C)CC(=O)Nc1ccc2c(c1)[C@@H]1C[C@H](CC(=O)NCc3ccc4c(c3)OCO4)O[C@H](CO)[C@@H]1O2	-2.2
CCCN1[C@H](C(=O)N(C)C)[C@@H](CO)[C@@H]2Cn3c(ccc(/C=C/c4ccccc4)c3=O)[C@@H]21	2.4
CO[C@H]1CN(C)C(=O)c2cc(NC(=O)C3CCOCC3)ccc2OC[C@@H](C)N(C(C)=O)C[C@@H]1C	-1.3
CCN(C[C@H]1N[C@H](CO)[C@@H]1c1ccc(-c2cccc(F)c2)cc1)C(=O)CN(C)C	5.5
CN(C)CC(=O)N[C@H]1CC[C@@H](CCNC(=O)C2CCC2)O[C@@H]1CO	0.0
Cc1noc(C)c1NC(=O)N(C)C[C@H]1Oc2ccc(NC(=O)Cn3cnnn3)cc2CC(=O)N([C@H](C)CO)C[C@@H]1C	-1.6
C[C@H](CO)N1C[C@H](C)[C@H](CN(C)Cc2ccc3c(c2)OCO3)Oc2ccc(N(C)C)cc2CC1=O	4.6
C[C@@H]1CN([C@@H](C)CO)S(=O)(=O)c2ccc(C3=CCCCC3)cc2O[C@@H]1CN(C)C(=O)C1CCC1	0.9

# Screening data as filed in PubChem.

# Not all compounds are listed; rates above refer to the full screens.
